FUS suppressor = qHTS for Suppressors of FUS Proteinopathy: Primary screen using FUS-linked yeast assay. 390,000 tested, 0.24% active. Potency, µM (doses to about 76.6 µM), for inactives: at the top dose growth rescue (activation), most hits filed as activators. S. cerevisiae FUS-expressing, growth rescue, OD600, 24 h;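 note: potency is the fitted concentration of half-maximal effect; plate controls were DMSO vehicle for no effect and reference control for full effect; nearly all actives have a fitted effect of over 55% in size; some results filed as inactive show a strong effect at the top dose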
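Toxicity suppression screen in FUS-yeast. Cells induced with 2% galactose, starting OD 0.005, treated 24hr at 30C with compounds at multiple final concentrations; growth by OD600.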
TDP43 rescue = qHTS of TDP-43 Inhibitors. 410,000 tested, 1.8% active. TDP-43 expressing yeast growth rescue, BacTiter-Glo, 24 h. Potency, µM (titrated, usually from 46.1 µM), for the others: top-dose growth rescue (activation), hits mostly activators; note: potency is the fitted concentration of half-maximal effect; % of control where 0% means no effect; nearly all actives have a fitted effect of over 50% in size
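Yeast expressing TDP-43 (pregrown in raffinose, seeded at OD600=0.02 in galactose medium) exposed to compounds 24 hr at 30 deg C. Growth read by BacTiter-Glo luminescence; rescue of toxicity appears as increased signal.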
D3 antag = qHTS of D3 Dopamine Receptor Antagonist: qHTS. D3R cells, DiscoveRx beta-arrestin luminescence, antagonist mode; active compounds read low. max response, negative = inhibition, %. 360,000 tested, 2.5% active; in the data active = max response below about -50%; inconclusive = no clear call, values can overlap the other calls; note: % is set by controls: 0 for no effect and ±100 for the full control effect; mostly tested at two doses, the higher about 12 µM
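Cells expressing the human receptor were seeded at 1500 cells/well, incubated overnight at 37 degrees C in 5% CO2, then exposed to library compounds with dopamine controls for 90 minutes at 37 degrees C before luminescent detection.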
DRD3 agonist = qHTS of D3 Dopamine Receptor Agonist: qHTS | 410,000 tested, 0.58% active | D3R DiscoveRx beta-arrestin cells, luminescence, 90 min | D(3) dopamine receptor (Homo sapiens), P35462 | max activation, %; in the data active = max activation above about 30%; note: 0% is about no effect; mostly tested at two doses, the higher about 12 µM
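Agonist-mode cell screen: cells plated at 1500/well and incubated overnight at 37 °C, then exposed to library compounds for 90 min at 37 °C. Detection reagent was added for 30–60 min at room temperature, and luminescence was read.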
Abeta yeast res = qHTS for compounds that reverse cellular toxicity of Amyloid beta (A-beta) peptide in yeast: Primary Screen; yeast expressing A-beta42, growth rescue, OD600, 48 h; response scale: 0% DMSO, 100% iron-clioquinol control; Potency, µM (top dose mostly 46.1 µM), for inactives: at the top dose growth rescue, actives largely listed as activators; 410,000 tested, 0.063% active; note: potency is the fitted concentration of half-maximal effect; nearly all actives have a fitted effect of over 55% in size
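Growth rescue measured by 600 nm absorbance after 48 h yeast culture at 30 C with compound. Values normalized between DMSO and an equimolar ferric chloride plus clioquinol control.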
aSyn yeast inh = qHTS of alpha-syn Inhibitors. 370,000 tested, 0.14% active. AID 652106, 2013. Potency, µM (titrated, usually from 46.1 µM), without a hit: top-dose growth rescue (activation), usual class: activators. Yeast expressing alpha-synuclein, growth rescue, BacTiter-Glo, 24 h; note: potency is the fitted concentration of half-maximal effect; % of control where 0% means no effect; nearly all actives have a fitted effect of over 65% in size
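Galactose-induced alpha-syn yeast (OD600=0.02, raffinose-pregrown) + pinned cpd, 24 hr, 30 deg C; growth by BacTiter-Glo luminescence. Growth restoration scores as activation.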
EPAC2 agonist = qHTS for Agonist of cAMP-regulated guanine nucleotide exchange factor 4 (EPAC2): primary screen; Rap guanine nucleotide exchange factor 4 (Homo sapiens), Q8WZA2; EPAC2 activation, biochemical qHTS; response scale: 100% = 6.5 mM cAMP response; Potency, µM (top dose mostly 154 µM), for the others: at the top dose activation, most hits filed as activators; 360,000 tested, 0.079% active; note: potency is the fitted concentration of half-maximal effect; nearly all actives have a fitted effect of over 50% in size
Target sequence (Q8WZA2 whole entry, looked up): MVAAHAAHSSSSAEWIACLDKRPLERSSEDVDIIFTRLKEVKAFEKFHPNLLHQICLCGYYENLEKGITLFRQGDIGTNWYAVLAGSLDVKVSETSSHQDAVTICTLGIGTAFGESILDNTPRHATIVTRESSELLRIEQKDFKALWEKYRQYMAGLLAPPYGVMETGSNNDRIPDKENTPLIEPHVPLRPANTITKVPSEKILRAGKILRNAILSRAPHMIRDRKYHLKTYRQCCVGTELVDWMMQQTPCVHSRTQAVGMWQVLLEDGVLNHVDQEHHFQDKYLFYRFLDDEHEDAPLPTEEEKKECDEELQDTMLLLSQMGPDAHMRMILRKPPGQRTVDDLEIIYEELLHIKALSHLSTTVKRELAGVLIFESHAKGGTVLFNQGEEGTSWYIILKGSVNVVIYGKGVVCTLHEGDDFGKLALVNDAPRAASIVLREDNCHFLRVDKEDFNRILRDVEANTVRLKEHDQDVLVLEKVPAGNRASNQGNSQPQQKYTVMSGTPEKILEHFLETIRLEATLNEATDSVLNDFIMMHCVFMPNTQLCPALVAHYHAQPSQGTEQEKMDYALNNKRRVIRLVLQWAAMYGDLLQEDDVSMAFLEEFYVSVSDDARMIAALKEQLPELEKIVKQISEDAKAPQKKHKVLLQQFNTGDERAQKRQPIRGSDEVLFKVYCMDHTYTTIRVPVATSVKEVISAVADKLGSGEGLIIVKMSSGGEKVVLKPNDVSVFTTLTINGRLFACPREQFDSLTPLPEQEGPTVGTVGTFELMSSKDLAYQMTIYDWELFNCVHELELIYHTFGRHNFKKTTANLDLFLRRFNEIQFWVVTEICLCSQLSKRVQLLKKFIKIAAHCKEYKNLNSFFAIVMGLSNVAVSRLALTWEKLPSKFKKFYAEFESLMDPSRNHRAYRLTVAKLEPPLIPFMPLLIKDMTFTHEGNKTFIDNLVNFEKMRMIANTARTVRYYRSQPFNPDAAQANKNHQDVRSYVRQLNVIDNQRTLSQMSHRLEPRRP
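Setup: EPAC2 100 nM, labeled Rap1B complex 250 nM, free GDP 50 uM. Compound titrations pinned in, brief spin, 5 min room temperature incubation. Kinetic fluorescence read over 30 min, normalized to 6.5 mM cAMP.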
EPAC2 antagonist = qHTS for Antagonist of cAMP-regulated guanine nucleotide exchange factor 2 (EPAC2): primary screen; Rap guanine nucleotide exchange factor 4 (Homo sapiens), Q8WZA2; EPAC2 GEF exchange of Rap1B-BODIPY-GDP, fluorescence; Potency, µM (top dose mostly 114 µM), without a hit: top-dose activity, negative = inhibition, usual class: inhibitors; 360,000 tested, 0.18% active; AID 720708, 2013; note: potency is the fitted concentration of half-maximal effect; % is set by controls: 0 for no effect and ±100 for the full control effect; nearly all actives have a fitted effect of over 45% in size; many of its hits are not listed in these tables
* marks the source's active call; other numbers are inactive results; ? = inconclusive; / = not tested or not shown; [ ] = remark or other dose. Unless noted, calls come from the whole dose curve; as a rule, active = well fitted curve in the direction sought with a large enough effect; inconclusive = small, poorly fitted or top-dose-only effect, or another doubt; inactive = no such curve, though single readings can be large; an effect the other way counts as inactive or inconclusive. This is a subset, so the mix of outcomes need not match the whole.

SMILES	FUS suppressor	TDP43 rescue	D3 antag	DRD3 agonist	Abeta yeast res	aSyn yeast inh	EPAC2 agonist	EPAC2 antagonist
CC(=O)N1CCN(C(=O)c2cc(C)nc3ccccc23)CC1	-8%	-18%	-15	-4	-2%	-10%	5%	3%
Cc1nnc(NC(=O)CC(NC(=O)C(F)(F)F)c2ccccc2)s1 (stereo not given)	34%	-37%[inhibitor]	0	-11	-8%	0%	6%	30%[activator]
CCOC(=O)c1[nH]ncc1[C@@H]1C[C@H]2CN(Cc3cccc(Cl)c3)C(=O)[C@]23CCCN13	-9%	-7%	7	1	-2%	-1%	-4%	1%
COc1ccc(CNC(=O)C2CCN(S(=O)(=O)c3ccccc3)CC2)cc1	/	14%	0	0	-3%	1%	17%	-1%
O=C(N/N=C/c1ccccc1F)c1ccc(COc2ccccc2Cl)o1	/	1%	5	3	-16%	-14%	5%	-19%
OCC1(Cc2ccccc2)CCN(Cc2cnc(-c3ccc(Cl)cc3)nc2)CC1	16%	1%	6	-15	5%	3%	8%	-9%
COc1ccc(-c2noc(-c3ccccc3C(=O)NCC3CCCO3)n2)cc1 (stereo not given)	13%	-6%	-4	-3	-4%	-1%	11%	-6%
CCOC(=O)C1=C(C)NC(=O)NC1c1ccccc1 (stereo not given)	-38%	-13%	0	-35	0%	-2%	14%	4%
Cc1cccc(NC(=O)c2ccc(N3CCCCC3)c([N+](=O)[O-])c2)n1	/	3.5µM*	26	7	2%	-13%	3%	-1%
CCc1ccc(Nc2n[n+](-c3ccccc3)c(-c3ccc(SC)cc3)s2)cc1	?	0%	-28	-18	0%	-1%	13%	9%
CN1N=C(C(=O)N2CCCC(N3CCN(c4ccc(F)cc4)CC3)C2)CCC1=O (stereo not given)	7%	11%	6	6	-4%	2%	5%	4%
Cc1nn(-c2ccccc2)c2nc(C3CC3)cc(C(=O)Nc3ccccc3F)c12	-11%	0%[9.22 µM]	/	3	-11%	/	/	/
CCOc1ccc(NC(=O)CN2C(=O)COc3ccc(Cl)cc32)cc1	16%	17%	-4	-10	0%	-5%	-2%	3%
Cn1c(/C=C/c2ccc(Br)cc2)nc2ccccc2c1=O	-8%	10%	8	0	-4%	-1%	-4%	5%
CCCCn1c(SCC(=O)Nc2cc(C(F)(F)F)ccc2Cl)nnc1C(CC)N(C)C (stereo not given)	21%	-29%	-13	1	-5%	0%	-5%	8%
CC(=O)N1CCc2c(sc3c2c(=O)n(-c2ccccc2)c(=O)n3CC(=O)Nc2ccccc2)C1	23%	21%	/	8	-1%	/	/	/
O=C(CCCn1c(=O)oc2ccccc21)N1CCN(c2ccc(F)cc2)CC1	8%	29%	1	9	-17%	10%	-8%	3%
CCCOc1ccc(OCCSc2ncccn2)cc1	12%	?	25	-5	3%	-15%	-9%	-4%
CC(C)C[C@H]1CN=C(Nc2ccccc2)N1CCC(C)c1ccccc1 (stereo not given in full)	-13%	1%	0	-47	1%	-2%	11%	15%
CCC1=Nc2cc(C(=O)NCc3ccco3)ccc2Sc2ccc(Cl)cc21	/	5%	-11	-2	-11%	2%	3%	-6%
Cc1nc2ccc3[nH]snc3c2n1	18%	4%	-28	2	-6%	-5%	5%	2%
COc1cccc(N2CCN(C3=NS(=O)(=O)C(c4ccc(C)cc4)=C3C)CC2)c1	-2%	7%	/	-8	-2%	/	/	/
Cc1cccc(-n2nnc(C(=O)NCc3ccc4c(c3)OCO4)c2N)c1	4%	18µM*	-9	-5	4%	10%	20%	-4%
CC(NC(=O)C12CC3(C)CC(C)(CC(C)(C3)C1)C2)C(=O)O (stereo not given)	1%	-6%	2	4	3%	-11%	-6%	-1%
COc1cc(/C=N/NC(=O)c2ccc(NS(=O)(=O)c3cccs3)cc2)cc(OC)c1O	-15%	-3%	20	2	-20%	4%	-1%	5%

An excerpt of these results, with two lines to a compound:
Each structure is followed by: FUS suppressor | TDP43 rescue | D3 antag | DRD3 agonist | Abeta yeast res | aSyn yeast inh | EPAC2 agonist | EPAC2 antagonist
CCC1=Nc2cc(C(=O)NCc3ccco3)ccc2Sc2ccc(Cl)cc21
  / | 5% | -11 | -2 | -11% | 2% | 3% | -6%
Cc1nc2ccc3[nH]snc3c2n1
  18% | 4% | -28 | 2 | -6% | -5% | 5% | 2%

Returning to the listing; the 6 compounds before the break are reprinted first.
SMILES	FUS suppressor	TDP43 rescue	D3 antag	DRD3 agonist	Abeta yeast res	aSyn yeast inh	EPAC2 agonist	EPAC2 antagonist
CCC1=Nc2cc(C(=O)NCc3ccco3)ccc2Sc2ccc(Cl)cc21	/	5%	-11	-2	-11%	2%	3%	-6%
Cc1nc2ccc3[nH]snc3c2n1	18%	4%	-28	2	-6%	-5%	5%	2%
COc1cccc(N2CCN(C3=NS(=O)(=O)C(c4ccc(C)cc4)=C3C)CC2)c1	-2%	7%	/	-8	-2%	/	/	/
Cc1cccc(-n2nnc(C(=O)NCc3ccc4c(c3)OCO4)c2N)c1	4%	18µM*	-9	-5	4%	10%	20%	-4%
CC(NC(=O)C12CC3(C)CC(C)(CC(C)(C3)C1)C2)C(=O)O (stereo not given)	1%	-6%	2	4	3%	-11%	-6%	-1%
COc1cc(/C=N/NC(=O)c2ccc(NS(=O)(=O)c3cccs3)cc2)cc(OC)c1O	-15%	-3%	20	2	-20%	4%	-1%	5%
O=C(c1ccco1)N1CCN(Cc2ccc(F)cc2)CC1	7%	?	5	25	-13%	-2%	0%	-3%
O=C(Nc1ccccc1)C(Cc1ccccc1)N1Cc2ccccc2C1=O (stereo not given)	-6%	15%	/	-14	-6%	/	/	/
COC(=O)N/N=C/c1c(C)c(C(=O)c2ccc(F)cc2)n2ccccc12	/	8%	3	-7	-19%	0%	-3%	8%
Cc1occc1C(=O)N/N=C/c1sc(N2CCOCC2)nc1-c1ccccc1	-29%	8%	-54*	5	?	-1%	3%	-3%
O=C(NCc1ccncc1)C(=O)NC1CC1	-1%	-20%	-16	-5	-9%	-3%	8%	10%
COc1ccc(OCC(=O)Nc2c3c(nn2C(C)(C)C)CSC3)cc1	4%	?	3	1	18%	6%	-1%	-3%
Cn1c(=O)[nH]c(=O)c2c1nc(SCC(N)=O)n2Cc1cccc(Br)c1	-23%	3%	0	3	5%	1%	8%	3%
CCOc1ccc(NC(=O)CCC(=O)c2ccc(-c3ccccc3)cc2)cc1	22%	0%	-28	-11	1%	-4%	8%	19%
CCCn1c(SCC(=O)N2c3ccccc3CC2C)n[nH]c1=O (stereo not given)	-6%	3%	18	3	17%	1%	1%	1%
O=C(c1ccc2c(=O)n3c(nc2c1)CCCCC3)N1CCN(Cc2ccccc2)CC1	20%	-5%	-19	-6	16%	-7%	6%	-5%
Cc1ccc(C)c(NC(=O)c2cnn(-c3ccccc3)c2C)c1	-1%	?	-8	-4	-12%	-21%	4%	16%
C[C@H]1CN(CCc2ccccc2)C(=O)[C@@H]1CC(=O)Nc1ccccc1	-15%	?	-9	-7	1%	4%	8%	4%
Cc1ccc(N(Cc2cc3ccc(C)cc3[nH]c2=O)S(C)(=O)=O)c(C)c1	15%	-3%	0	-11	5%	10%	-2%	-4%
CSc1ncc(CN2CCN(C3CCCCC3)C(CCO)C2)cn1 (stereo not given)	-22%	5%	3	-5	-23%	6%	-6%	15%
CCSc1nnc(-c2cc3c(s2)-c2ccccc2CC3)o1	20%	1%	18	1	-9%	-8%	-1%	2%
Cc1cccc(C)c1NC(=O)N1CCC(c2nc3ccccc3o2)CC1	16%	0%	-75*	1	-13%	-6%	7%	3%
CCCN1C(=O)/C(=C/C=C2\N(CC)c3ccccc3C2(C)C)SC1=S	-2%	-16%	0	-14	-6%	-10%	-12%	21%
CC(NC(=O)c1ccccc1NC(=O)c1ccncc1)c1ccccc1 (stereo not given)	10%	-15%[0.397 µM]	1	14	0%	-14%	-6%	16%
O=C(O)c1ccccc1NCc1cccs1	-1%	4%	0	2	-20%	8%	-3%	1%
Cn1c2ccc(F)cc2c2ncn(CC3CCCO3)c(=O)c21 (stereo not given)	-5%	18%	30	2	-9%	1%	0%	6%
CC1=NN(c2cccc(F)c2)C(=O)/C1=C/c1ccc(N(C)C)cc1	13%	5%	0	-1	10%	0%	0%	-7%
O=C(NCc1cccc(Cl)c1)C1CCCN(c2ncnc3c2nc2n3CCCCC2)C1 (stereo not given)	-4%	24%	-5	16	9%	0%	-5%	2%
C#CCNC(=O)C1=C[C@H](c2ccccc2)C[C@H](OCCCCO)O1	-1%	25%	0	0	-12%	0%	11%	6%
CC1(C)CC(=O)c2cc(-c3nc(-c4ccc(Cl)cc4)cs3)c(=O)n(-c3ccc(F)cc3)c2C1	-10%	6%	/	-8	-7%	/	/	/
Nc1nc(=O)n(C2CCCO2)cc1Br (stereo not given)	/	-16%	3	-15	11%	-1%	2%	23%
O=C(Cn1cnc2cc([N+](=O)[O-])ccc2c1=O)Nc1ccc2c(c1)OCO2	-5%	-16%	-22	-1	-10%	1%	-1%	16%
